FLuc modulator: inhibits or activates purified firefly luciferase, miR-21 counter-screen | Potency, µM (series often up to 57.5 µM), for inactives: at the highest dose activity change, negative = inhibition, actives largely listed as inhibitors | purified FLuc, Km substrates, luminescence inhibition | 360,000 tested, 6.9% active;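 also: plate controls were vehicle for no effect and reference inhibitor for full effect; nearly all actives have a fitted effect of over 55% in size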
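Purified P. pyralis luciferase (10nM final) with 10uM D-luciferin and 10uM ATP (Km levels) in 50mM Tris acetate pH 7.5, 10mM Mg acetate, 0.01% Tween-20, 0.05% BSA; qHTS 6-point titration, ~60 µM downward; luminescence read.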
MBNL1-CUG inh: MBNL1-poly(CUG) RNA binding inhibition; Potency, µM (series often up to 57.5 µM), for inactives: at the highest dose activity change, negative = inhibition, actives largely listed as inhibitors; Q9NR56; TR-FRET MBNL1-His/biotin-(CUG)12 binding, 665/545 ratio; AID 2675; 280,000 tested, 0.036% active; active = well fitted inhibition curve with a large enough effect in the signal ratio, with a control signal flat, not every such curve was filed as active; inconclusive = small, poorly fitted or top-dose-only effect, or effect the other way, or a change in a side signal; inactive = no such curve, though single readings can be large or run the other way; the % refers to the signal ratio; also: % is scaled to controls: 0 for no effect and ±100 for the full control effect
Target sequence (Q9NR56 whole entry, looked up): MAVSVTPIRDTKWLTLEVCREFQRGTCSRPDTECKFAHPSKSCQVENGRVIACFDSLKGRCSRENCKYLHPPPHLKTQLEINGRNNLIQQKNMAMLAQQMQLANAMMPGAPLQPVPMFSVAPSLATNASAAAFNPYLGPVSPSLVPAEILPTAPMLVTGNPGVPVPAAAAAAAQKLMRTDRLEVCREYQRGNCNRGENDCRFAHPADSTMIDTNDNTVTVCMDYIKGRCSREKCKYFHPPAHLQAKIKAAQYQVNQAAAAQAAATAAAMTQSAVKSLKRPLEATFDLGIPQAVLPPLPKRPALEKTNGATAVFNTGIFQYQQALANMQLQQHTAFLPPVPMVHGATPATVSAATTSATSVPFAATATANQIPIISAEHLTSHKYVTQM
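TR-FRET between His-tagged MBNL1 and biotin-(CUG)12 RNA, detected with Tb anti-His antibody (0.055 ng/ul) and streptavidin-XL665 (5 nM), 60 min at room temperature. Compounds titrated 92 nM to 58 uM; 665/545 nm ratio normalized to buffer and complex controls.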
NPC1 promoter act: NPC1 promoter activation. Potency, µM (top dose mostly 9.22 µM), for the others: top-dose activation, most hits filed as activators. 320,000 tested, 2.4% active. AID 485313. Huh7 NPC1 promoter luciferase reporter, 24 h;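 also: % of control where 0% means no effect; nearly all actives have a fitted effect of over 60% in size; reporter is driven by a mutant NPC1 promoter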
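Cells: Huh7 expressing luciferase under the NPC1 promoter, 1500/well. Seeded 2 h, compound added, incubated 24 h at 37 °C. Luciferase reagent, 10 min ambient, then luminescence.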
ELG1 genotox: induces genotoxicity in HEK293T cells with luciferase-tagged ELG1; Potency, µM (doses to about 46 µM), inactives show at the highest dose activity change, positive = activation, actives largely listed as activators; HEK293T ELG1-luciferase reporter, luminescence, 16 h; 330,000 tested, 1.3% active; also: % of control where 0% means no effect; nearly all actives have a fitted effect of over 60% in size
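ELG1-luciferase HEK293T cells, 2,000/well; compound pinned in; 16 hr, 37 °C, 5% CO2; ONE-Glo, 30 min RT; luminescence on CCD imager.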
uPA generation: cell surface uPA generation inhibition; cell surface uPA generation assay, qHTS; Potency, µM (series often up to 38.3 µM), for inactives: at the top dose activity change, negative = inhibition, most hits filed as inhibitors; 330,000 tested, 0.31% active; active = well fitted inhibition curve with a large enough effect; inconclusive = small, poorly fitted or top-dose-only effect; inactive = no such curve, though single readings can be large or run the other way; tested in mouse RAW 264.7 cells; also: % is scaled to controls: 0 for no effect and ±100 for the full control effect; nearly all actives have a fitted effect of over 55% in size
Rab9 promoter act: activates the Rab9 promoter; Huh7 Rab9 promoter-luciferase reporter, luminescence, 24 h; Potency, µM (top dose mostly 9.22 µM), without a hit: at the highest dose activation, negative = inhibition, actives largely listed as activators; 320,000 tested, 2.8% active; also: % of control where 0% means no effect; nearly all actives have a fitted effect of over 60% in size
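Huh7 cells stably carrying Rab9 promoter–luciferase reporter, plated 1500 cells/well, compound added after 2 h and incubated 24 h at 37 °C; luciferase luminescence then read after 10 min with detection reagent.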
BRCA1 expr up: activators of BRCA1 expression; MCF7-BRCA1-FFLuc reporter, luminescence, 48 h; response scale: scaled: vehicle 0%, 10 µM genistein 100%; 380,000 tested, 1.1% active; Potency, µM (highest dose often 46.1 µM), for inactives: at the top dose activation, usual class: activators; also: nearly all actives have a fitted effect of over 80% in size; some results filed as inactive show a strong effect at the top dose
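Luminescence from a BRCA1-driven firefly luciferase in MCF7 cells was the read-out, taken 15 min after substrate addition following 48 h compound exposure at 37 °C. Data were normalized to a 10 microM genistein control and DMSO vehicle.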
Gal4-VP16 FLuc: Gal4-VP16 reporter inhibition counter-screen; Drosophila S2 Gal4-VP16 UAS-luciferase, luminescence, 20 h; Potency, µM (doses to about 53.6 µM), inactives show at the top dose activity, negative = inhibition, hits mostly inhibitors; 310,000 tested, 3.5% active;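 also: Gal4-VP16 expression switched on by copper sulfate through the metallothionein promoter; % is scaled to controls: 0 for no effect and ±100 for the full control effect; nearly all actives have a fitted effect of over 50% in size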
p53 reactivation: restores transcriptional activity of mutant p53 | 320,000 tested, 0.063% active | Potency, µM (doses to about 92.2 µM), without a hit: top-dose activity change, positive = activation, most hits filed as activators | AID 504706 | H1299 p53-A138V BP100-luciferase reporter, luminescence, 24 h; also: % of control where 0% means no effect; nearly all actives have a fitted effect of over 45% in size
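p53-null H1299 cells stably carrying temperature-sensitive p53-A138V and a BP100-luciferase reporter were pinned with compounds (4-point, 1:5 series) and held 24 hrs at 37 deg C. Luminescence was read 10 min after detection reagent.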
MLL CXXC-DNA inh: blocks binding of human MLL CXXC domain to DNA; MLL-CXXC / FITC-HOXA9 DNA fluorescence polarization; Potency, µM (top dose mostly 115 µM), inactives show top-dose activity change, negative = inhibition, hits mostly inhibitors; Q03164; 290,000 tested, 0.037% active; active = well fitted inhibition curve with a large enough effect in the polarisation, with a control signal flat, not every such curve was filed as active; inconclusive = small, poorly fitted or top-dose-only effect, or effect the other way, or a change in a side signal; inactive = no such curve, though single readings can be large or run the other way; the % refers to the polarisation
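Steps: dispense CXXC domain solution (7 uM) → pin compounds or unlabeled HOX-A9 DNA control → 5 min ambient → add FLSN-HOX-A9 solution (50 nM) → spin → 30 min ambient → fluorescence polarization. Tris pH 7.5/NaCl/DTT/BSA buffer.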
RORg inh: inhibitors of mouse ROR gamma transcriptional activity | 310,000 tested, 5.4% active | Potency, µM (titrated, usually from 53.6 µM), for inactives: at the top dose activity change, negative = inhibition, actives largely listed as inhibitors | AID 2551 | Drosophila S2 Gal4-RORgamma UAS-luciferase reporter, 20 h; also: % is scaled to controls: 0 for no effect and ±100 for the full control effect; nearly all actives have a fitted effect of over 60% in size
Target sequence (P51450 whole entry, looked up, the tested form may be a part): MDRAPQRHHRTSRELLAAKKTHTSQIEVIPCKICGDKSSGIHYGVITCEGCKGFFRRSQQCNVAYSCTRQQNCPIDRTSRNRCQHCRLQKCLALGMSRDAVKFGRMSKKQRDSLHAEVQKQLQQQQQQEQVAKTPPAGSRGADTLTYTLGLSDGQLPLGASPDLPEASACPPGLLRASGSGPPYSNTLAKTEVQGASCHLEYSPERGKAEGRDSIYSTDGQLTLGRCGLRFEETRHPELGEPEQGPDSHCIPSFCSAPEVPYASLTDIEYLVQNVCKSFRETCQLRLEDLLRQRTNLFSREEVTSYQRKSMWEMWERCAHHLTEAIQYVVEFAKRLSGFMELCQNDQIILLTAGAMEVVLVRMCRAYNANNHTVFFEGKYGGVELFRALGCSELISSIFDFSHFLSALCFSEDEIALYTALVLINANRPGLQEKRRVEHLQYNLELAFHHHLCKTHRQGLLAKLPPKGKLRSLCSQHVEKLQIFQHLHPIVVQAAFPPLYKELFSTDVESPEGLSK
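Compounds are pin-transferred onto Drosophila Schneider cells expressing a copper-inducible Gal4–ROR gamma transactivation domain fusion. After 1 hr, copper sulfate is added to 700 uM final; luciferase is read 20 hr later.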
Active calls of the source: *; ? = inconclusive; / = no result given; [ ] = dose if it differs, or a comment. Unless noted, calls follow the shape of the dose curve; as a rule, active = well fitted curve in the direction sought with a large enough effect; inconclusive = small, poorly fitted or top-dose-only effect, or another doubt; inactive = no such curve, though single readings can be large; an effect the other way counts as inactive or inconclusive. Potency is read from the fitted curve at half-maximal effect. This is a subset, so the mix of outcomes need not match the whole.

Every second line gives: FLuc modulator | MBNL1-CUG inh | NPC1 promoter act | ELG1 genotox | uPA generation | Rab9 promoter act | BRCA1 expr up | Gal4-VP16 FLuc | p53 reactivation | MLL CXXC-DNA inh | RORg inh
- CCOc1ccc(C(CC(=O)O)n2cnnn2)cc1 (stereo not drawn)
    -8% | -17% | 3% | 3% | -1% | 11% | 2% | -2% | 0% | 12% | -10%
- O=C(Nc1ncn[nH]1)c1ccc([N+](=O)[O-])cc1[N+](=O)[O-]
    2% | ? | 3% | -3% | 3% | 17% | -21% | -9% | 4% | 12% | -38%
- CCC(C)N=CC1=C(O)CC(c2ccccc2)CC1=O (stereo not drawn)
    0% | -2% | 2% | -4% | 5% | 14% | 4% | -5% | 2% | 8% | 9%
- Cc1cc(NC(=O)CN2C(=O)/C(=C/c3ccccc3F)SC2=S)no1
    -1% | 8% | 5% | -7% | 2% | 0% | -5% | ? | 13% | -15% | -3%
- O=C(Nc1ccc(SC(F)F)cc1)c1ccc2nccnc2c1
    11µM* | ? | ? | 0% | -12% | 23% | 12% | -19% | ? | 12% | ?
- CC(=O)c1ccc(NC(=S)NNC(=O)NC2CCCCC2)cc1
    -7% | -1% | 1% | 3% | -4% | 10% | 46% | ? | 7% | 8% | ?
- C#CC1CCCCC1NC(=O)Nc1cnccc1C(F)(F)F (stereo not drawn)
    -1% | / | 2% | -5% | -1% | -2% | -7% | -3% | -2% | -4% | 33%
- O=C(O[C@@H]1[C@H](Cc2ccccc2)NS(=O)(=O)[C@H]2C[C@@H]3C=C[C@]12O3)c1ccccc1Br
    0% | / | -1% | -5% | 13% | -9% | -10% | / | 8% | / | /
- O=C(N1CCC(O)(c2cccnc2)CC1)C12CC3CC(CC(C3)C1)C2
    -7% | 4% | 0% | -3% | -3% | -1% | 7% | -3% | 7% | -10% | -17%
- CCOC(=O)c1cnn(-c2ccc(Cl)cc2)c1C1CCN(C(=O)OC(C)(C)C)CC1
    -1% | 1% | -1% | -4% | 3% | -4% | -54% | 4% | -3% | 3% | 4%
- CCOc1ccc(C2Oc3nc(SC)nnc3-c3ccccc3N2C(C)=O)cc1OC (stereo not drawn)
    1% | 4% | 0% | 16% | 11% | 1% | 0% | 2% | -1% | 2% | -15%
- Cc1ccc(/C=N/Nc2nc3ccccc3s2)o1
    0.85µM* | / | ? | 0.82µM* | -13% | ? | 25% | 10µM* | ? | -1% | 8.9µM*
- CCc1ccc(NC(=O)c2ccc3c(c2)C(=O)N(CCOC)C3Nc2ccc(CC)cc2)cc1 (stereo not drawn)
    -18% | 1% | 8% | 17% | 15% | 6% | -1% | -26% | ? | 5% | -12%
- Cn1nc(C(=O)N2CCN(S(=O)(=O)c3ccc(Cl)cc3)CC2)c2ccccc2c1=O
    4% | / | 1% | -6% | -13% | -2% | -27% | / | -9% | / | /
- COc1ccc(N(CC(=O)Nc2ccc(F)cc2F)S(=O)(=O)c2c(C)nn(C)c2C)cc1
    3% | 1% | 0% | 0% | -1% | 2% | 4% | 2% | -8% | 3% | -12%

Arranged by SMILES length (largest number first): 4 of the compounds above.
Every second line gives: FLuc modulator | MBNL1-CUG inh | NPC1 promoter act | ELG1 genotox | uPA generation | Rab9 promoter act | BRCA1 expr up | Gal4-VP16 FLuc | p53 reactivation | MLL CXXC-DNA inh | RORg inh
- CCc1ccc(NC(=O)c2ccc3c(c2)C(=O)N(CCOC)C3Nc2ccc(CC)cc2)cc1 (stereo not drawn)
    -18% | 1% | 8% | 17% | 15% | 6% | -1% | -26% | ? | 5% | -12%
- CCOC(=O)c1cnn(-c2ccc(Cl)cc2)c1C1CCN(C(=O)OC(C)(C)C)CC1
    -1% | 1% | -1% | -4% | 3% | -4% | -54% | 4% | -3% | 3% | 4%
- CC(=O)c1ccc(NC(=S)NNC(=O)NC2CCCCC2)cc1
    -7% | -1% | 1% | 3% | -4% | 10% | 46% | ? | 7% | 8% | ?
- C#CC1CCCCC1NC(=O)Nc1cnccc1C(F)(F)F (stereo not drawn)
    -1% | / | 2% | -5% | -1% | -2% | -7% | -3% | -2% | -4% | 33%

(cont.)
Every second line gives: FLuc modulator | MBNL1-CUG inh | NPC1 promoter act | ELG1 genotox | uPA generation | Rab9 promoter act | BRCA1 expr up | Gal4-VP16 FLuc | p53 reactivation | MLL CXXC-DNA inh | RORg inh
- O=S(=O)(Oc1ccc(C(=S)N2CCOCC2)cc1)c1ccc(Cl)cc1
    -4% | -5% | -2% | -1% | 5% | -2% | -2% | ? | 8% | 3% | ?
- Oc1c(Br)cc(Br)cc1/C=N/Nc1ccc(Cl)nn1
    -2% | -8% | -30% | 9% | -8% | -37%[inhibitor][1.84 µM] | -83% | -17% | 0% | -2% | ?
- CN(C)c1nc(-c2ccccc2)ncc1S(=O)(=O)c1ccccc1
    ? | 4% | 0% | -6% | 12% | 0% | 18% | 7%[10 µM] | 18% | 7% | 7%
- CC1CCCCN1CCCNC(=O)c1ccc(Br)cc1 (stereo not drawn)
    0% | 1% | 0% | 2% | / | 0% | 3% | -5% | 0% | 9% | -1%
- Cc1ccc(S(=O)(=O)N(C)C)cc1NC(=O)CSc1ccc2c(c1)OCCO2
    -20% | / | 1% | 11% | -2% | 0% | -8% | / | 5% | / | /
- COc1cc(NC(=O)c2ccc(Br)o2)ccc1NC(=O)c1ccccc1Cl
    -16% | 23% | 0% | -3% | 12% | 3% | -6% | -27% | -17% | 10% | 2%
- N/C(=N\OC(=O)Cc1ccc(-c2ccccc2)cc1)c1ccccn1
    ? | -8% | 18% | ? | 1% | 5% | 73% | -21% | ? | 2% | 22%
- COCc1ccc(C(=O)N2CCC(CCC(=O)Nc3cccc(C)c3)CC2)s1
    ? | -2% | 2% | 3% | 6% | -4% | -42% | -9% | -3% | 37%[activator] | 21%
- CCCCN(Cc1ccccc1)S(=O)(=O)c1ccc2[nH]c(=O)oc2c1
    0% | -5% | 1% | -2% | -4% | 0% | -7% | -27% | ? | -8% | -6%
- COc1ccc(NC(=O)CN(C)C(=O)CSc2ccc(Br)cc2)cc1
    5% | / | -5% | -3% | 7% | -1% | 4% | / | -6% | / | /
- COc1ccc(OCC(O)CNC(=O)c2ccc(OC)cc2)cc1 (stereo not drawn)
    0% | -1% | -2% | 0% | -2% | 7% | 0% | -2% | 5% | 14% | 5%
- CCOC(=O)c1cn(Cc2ccccc2)c2cc(C)nn2c1=O
    -2% | -7% | -2% | 0% | 7% | -11% | -17% | 0% | 0% | -12% | -10%
- COc1ccc(-c2csc(N3C(=O)CNC3=S)n2)cc1
    0.85µM* | -4% | 0.56µM* | 3.3µM* | 0% | 0.5µM* | ? | ? | 16% | 3% | ?
- CCCOc1ccc(NC(=O)C2OC3OC(C)(C)OC3C3OC(C)(C)OC23)cc1 (stereo not drawn)
    8% | 7% | -2% | -2% | / | 0% | / | 3% | 5% | -5% | -18%
- Cc1cc(SCC(=O)NC(=O)NCc2ccco2)nc2c(C)cccc12
    -13% | 3% | -2% | -5% | -7% | -3% | -1% | ? | 6% | 2% | 3%
- Cc1cc(NC(=O)c2cc(-c3ccc(OC(C)C)cc3)nc3ccccc23)no1
    3µM* | 18% | 19% | 6% | 7% | 19% | 68% | 3% | 10% | 0% | -12%
- COc1cccc(C(=O)NCc2ccc3c(c2)OCO3)c1
    -3% | -9% | 1% | 0% | 2% | 1% | 29% | -2% | 12% | -17% | 23%
- COc1ccc(CNC(=O)C2CCCN(S(=O)(=O)c3cc(C)ccc3OC)C2)cc1 (stereo not drawn)
    3% | 7% | -3% | -6% | / | -5% | -35% | 9% | -4% | 6% | 21%
- COc1cccc(C(c2sc3ncnn3c2O)N2CCN(C(=O)c3ccco3)CC2)c1 (stereo not drawn)
    1% | 8% | -2% | 3% | -1% | 0% | 16% | 3% | 2% | -5% | -37%
- COc1ccc2[nH]c(=O)c(CNc3ccccc3)cc2c1
    ? | ? | -3% | 3% | -6% | 11% | 78% | -14% | ? | -2% | 6%
- O=C(Nc1ccc(Cl)cc1C(=O)Nc1ccc(Br)cn1)c1ccco1
    -3% | -5% | / | / | / | / | -50% | -12% | / | 1% | -39%
- N#CCCN(Cc1cccnc1)S(=O)(=O)c1ccc(S(=O)(=O)NC2CCCCC2)cc1
    9% | 0% | 5% | 0% | -3% | 1% | -18% | -16% | -3% | -6% | -13%

Screens: PubChem, National Center for Advancing Translational Sciences (NCATS)
